PAD4 FP inh = inhibitors of human PAD4 | AID 485272 | inhibition, % at 6.36 µM | 330,000 tested, 0.41% active | recombinant PAD4, RCA probe fluorescence polarization | Q9UM07;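 active means percent inhibition above a cutoff equal to the mean of all tested compounds plus 3 SD, cut at about 15% in these data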;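 further: 0% = PAD4 with RCA probe and DMSO and 100% = probe without PAD4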
Target sequence (Q9UM07 whole entry, looked up): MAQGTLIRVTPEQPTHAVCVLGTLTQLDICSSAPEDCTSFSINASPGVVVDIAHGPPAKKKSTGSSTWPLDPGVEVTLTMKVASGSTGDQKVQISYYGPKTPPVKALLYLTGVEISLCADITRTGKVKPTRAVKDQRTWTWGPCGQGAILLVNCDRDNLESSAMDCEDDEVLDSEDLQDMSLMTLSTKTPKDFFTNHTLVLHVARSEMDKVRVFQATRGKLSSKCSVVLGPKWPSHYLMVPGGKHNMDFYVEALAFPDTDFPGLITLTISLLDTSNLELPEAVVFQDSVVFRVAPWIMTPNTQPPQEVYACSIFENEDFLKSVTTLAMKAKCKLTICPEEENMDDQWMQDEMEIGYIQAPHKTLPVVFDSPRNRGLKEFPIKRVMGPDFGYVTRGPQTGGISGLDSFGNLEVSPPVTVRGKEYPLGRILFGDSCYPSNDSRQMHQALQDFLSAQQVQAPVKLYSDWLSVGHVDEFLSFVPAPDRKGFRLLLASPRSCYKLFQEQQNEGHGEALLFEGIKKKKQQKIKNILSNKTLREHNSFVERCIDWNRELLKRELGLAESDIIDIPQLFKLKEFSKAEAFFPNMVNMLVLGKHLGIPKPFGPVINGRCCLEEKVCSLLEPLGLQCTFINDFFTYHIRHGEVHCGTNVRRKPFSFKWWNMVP
Fam108B inh = counter-screen for RBBP9 inhibitors: inhibitors of mouse Fam108B; inhibition, % at 9.51 µM; 300,000 tested, 0.33% active; recombinant Fam108B, FP-Rh probe fluorescence polarization;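 active means inhibition above the screen mean inhibition plus 3 SD, computed separately per campaign, cut at about 18% in these data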;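 further: inhibitors lower polarization as less probe binds the enzyme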
pPAFAH inh = pPAFAH (human) enzyme inhibition | Q13093 | recombinant pPAFAH, FP-rhodamine probe fluorescence polarization | inhibition, % at 3.39 µM | 330,000 tested, 1.5% active | AID 463082;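 active means inhibition above the mean inhibition across the screen plus 3 SD, cut at about 25% in these data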;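 further: inhibitors block binding of the rhodamine activity-based probe so polarization drops; 0% = enzyme with DMSO and 100% = wells lacking pPAFAH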
PAFAH1B2 FP inh = blocks human PAF acetylhydrolase 1b catalytic subunit 2 | recombinant PAFAH1B2, FP-rhodamine activity probe, fluorescence polarization | inhibition, % at 3.39 µM | 340,000 tested, 1.2% active;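 active means inhibition above the mean of all tested compounds plus 3 SD, cut at about 24% in these data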;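 further: 0% = enzyme with DMSO and 100% = wells lacking PAFAH1B2; many of its hits are not listed in these tables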
PAFAH1B3 FP inh = PAFAH1B3 (human) inhibition. recombinant PAFAH1B3, FP-rhodamine probe, fluorescence polarization. inhibition, % at 3.39 µM. 340,000 tested, 0.28% active. AID 492972;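 active means inhibition above the screen-wide average of all tested compounds plus 3 SD, cut at about 25% in these data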;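 further: 0% = enzyme with DMSO only and 100% = wells lacking PAFAH1B3 protein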
PME-1 primary = blocks human protein phosphatase methylesterase 1. Q9Y570. recombinant PME-1, FP-Rh probe fluorescence polarization. inhibition, % at 5.9 µM. 320,000 tested, 0.53% active. AID 2130;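 active means inhibition above the campaign mean of all compounds plus 3 SD, cut at about 26% in these data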;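 further: competitive labeling of PME-1 active site by serine hydrolase directed probe; 0% = PME-1 with DMSO and 100% = wells lacking PME-1 enzyme; inhibitors block probe labeling so polarization falls and inhibition rises; many of its hits are not listed in these tables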
PAFAH2 FP inh = PAFAH2 (human) inhibition; inhibition, % at 3.39 µM; Q99487; 340,000 tested, 0.99% active; recombinant PAFAH2, FP-rhodamine activity probe, fluorescence polarization; AID 492956;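 active means inhibition above the mean over all tested compounds plus 3 SD, cut at about 30% in these data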;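 further: inhibitors block probe labeling of enzyme so polarization drops; 0% = enzyme with DMSO and 100% = wells lacking PAFAH2 protein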
LYPLA1 counter = blocks human lysophospholipase 1, a PME1 counter-screen | recombinant LYPLA1, FP-Rh probe fluorescence polarization | O75608 | 320,000 tested, 0.16% active | inhibition, % at 5.9 µM;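 active means inhibition above the mean of all tested compounds plus 3 SD, set per campaign, cut at about 14% in these data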;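 further: inhibitors block serine hydrolase probe labeling of LYPLA1 so polarization falls; 0% = enzyme with DMSO and 100% = wells lacking LYPLA1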
GSTO1 inh = GSTO1 inhibition, counter-screen for RBBP9 inhibitors; P78417; recombinant GSTO1, activity-based probe fluorescence polarization; inhibition, % at 5.96 µM; 300,000 tested, 1.1% active; AID 1974;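 active means inhibition above the campaign mean inhibition plus 3 SD, cut at about 35% in these data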;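 further: 0% = GSTO1-1 with DMSO and 100% = wells lacking GSTO1-1 enzyme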
Target sequence (P78417 whole entry, looked up): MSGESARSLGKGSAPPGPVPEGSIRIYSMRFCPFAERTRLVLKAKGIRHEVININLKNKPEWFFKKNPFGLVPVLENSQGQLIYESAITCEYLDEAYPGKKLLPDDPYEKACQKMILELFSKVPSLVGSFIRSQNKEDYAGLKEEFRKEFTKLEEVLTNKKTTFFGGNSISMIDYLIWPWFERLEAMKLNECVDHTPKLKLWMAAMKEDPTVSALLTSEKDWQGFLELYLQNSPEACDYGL
* hit, by the source's call; / = not tested or not shown. Only part of the results is shown (hit frequency here may not be typical).

SMILES	PAD4 FP inh	Fam108B inh	pPAFAH inh	PAFAH1B2 FP inh	PAFAH1B3 FP inh	PME-1 primary	PAFAH2 FP inh	LYPLA1 counter	GSTO1 inh
CC12CCC(C(=O)N3CCN(c4ncccn4)CC3)(c3nc4ccccc4nc31)C2(C)C (centres undefined)	1	-4	1	3	3	-5	-9	1	11
Cc1ccc(N2C(=O)CS/C2=N\C(=S)Nc2ccccc2)cc1	-12	-1	-5	/	/	-2	/	-2	-7
COC(=O)CSc1nc2cc(OC)ccc2cc1C#N	-4	-4	6	1	15	5	12	5	-1
CC1CCCC(NC(=O)COC(=O)c2ccc(Cl)nc2)C1C (centres undefined)	-1	/	1	0	-7	1	33*	2	/
COC(=O)c1sccc1NC(=O)c1ccc(Cl)cc1	-2	-2	-1	-1	0	-3	-1	-1	-5
O=c1[nH]c(NC2CCCCC2)nnc1Cc1ccccc1	-2	2	4	4	6	-2	0	3	1
COc1ccc(C(=O)NCc2cccnc2)cc1Br	-12	-3	-1	0	-4	-3	9	3	-1
N#CC(C#N)=NNc1ccc([N+](=O)[O-])cc1	0	4	14	4	10	8	3	-2	24
CC(C)Oc1ccc(CCN=C(N)N=C(N)N)cc1Cl	1	13	-2	5	-2	-8	2	1	10
O=C(CN1CCN(Cc2ccccc2)CC1)NC(c1ccccc1)c1ccccc1	-2	-2	3	7	12	14	2	0	8
O=C(CSc1nnc(NC(=O)c2cc(Br)ccc2Cl)s1)NCC1CCCO1 (centres undefined)	-1	5	3	2	1	-3	4	0	-52
COc1ccc(CN2CCNC(=O)C2CC(=O)NCCc2nc(C)c(C)s2)cc1C (centres undefined)	5	-4	3	6	10	2	3	-2	2
COc1ccc(-c2c[n+](CC(=O)OC3CC(C)CCC3C(C)C)c3n2CCC3)cc1 (centres undefined)	-3	1	3	10	5	-2	-3	2	10
O=C(NCCc1ccc(F)cc1)c1cc2ccccc2oc1=O	0	-1	4	4	-1	-4	-2	2	8
CC(C)(C)Nc1nc(NN)nc(NC(C)(C)C)n1	1	2	5	1	10	0	1	-1	-4
CN(CCn1ccnc1)Cc1cn(-c2ccccc2)nc1-c1ccc2c(c1)OCO2	0	2	0	5	4	0	2	-1	2
COc1cccc(N=C2C(=O)N3CCCc4cccc2c43)c1	4	2	-1	-3	8	-3	4	3	0
O=C(COc1ccc(Cl)cc1)NCCCNC(=O)c1ccccn1	-1	-2	-5	6	8	-6	-4	-3	8
Cn1c(SCC(=O)N2CCCc3ccccc32)nnc1-c1ccco1	-8	2	3	0	2	0	-2	0	-2
O=C(c1ccccc1)N(c1ccccc1)C1C=CS(=O)(=O)C1 (centres undefined)	0	-1	1	4	5	4	-4	-2	1

Three compounds from above, arranged by SMILES length, highest first:
SMILES	PAD4 FP inh	Fam108B inh	pPAFAH inh	PAFAH1B2 FP inh	PAFAH1B3 FP inh	PME-1 primary	PAFAH2 FP inh	LYPLA1 counter	GSTO1 inh
CN(CCn1ccnc1)Cc1cn(-c2ccccc2)nc1-c1ccc2c(c1)OCO2	0	2	0	5	4	0	2	-1	2
CC(C)Oc1ccc(CCN=C(N)N=C(N)N)cc1Cl	1	13	-2	5	-2	-8	2	1	10
COC(=O)c1sccc1NC(=O)c1ccc(Cl)cc1	-2	-2	-1	-1	0	-3	-1	-1	-5

The list continues.
SMILES	PAD4 FP inh	Fam108B inh	pPAFAH inh	PAFAH1B2 FP inh	PAFAH1B3 FP inh	PME-1 primary	PAFAH2 FP inh	LYPLA1 counter	GSTO1 inh
Cn1c(=NC(=O)c2ccc3c(c2)OCCO3)sc2cc(S(C)(=O)=O)ccc21	0	-2	1	-1	13	-3	9	0	-6
CN(C)c1ccc(-c2nnn(Cc3ccccc3Br)n2)cc1	2	1	14	6	3	4	3	5	2
O=C(CN1C(=O)NC2(CCCCC2)C1=O)N1CCOCC1	3	/	-1	0	-4	1	-2	2	/
CCNc1c(NC(=O)C2CCC(C)CC2)c(=O)oc2ccccc12 (centres undefined)	0	2	-1	4	0	-2	12	-3	-5
Fc1ccc(-n2cc(-c3ccccc3)c3c(=S)nc[nH]c32)cc1	-1	-3	30*	1	2	7	0	-3	-5
Cc1c(NC(=O)C2CCCN2S(=O)(=O)c2cccc3nsnc23)cccc1C(=O)O (centres undefined)	1	-2	0	1	6	-2	3	2	-5
COc1ccc(NC(=O)NC(=O)c2ccccc2)cc1	-2	-1	-1	0	5	-2	2	1	0
Cn1c(=O)[nH]c(=O)c2c1nc(CN1CCN(c3ccc(F)cc3)CC1)n2CCN1CCOCC1	-3	-1	3	0	9	-1	-5	0	-6
Cc1ccn2c(=O)nc(SCC(=O)NC3CCCC3)nc2c1	-2	-2	9	-3	6	6	7	1	14
Cc1cc(O)cc(O)c1C=NCc1ccco1	1	9	10	5	5	5	1	-1	5
O=C1NC(=Nc2ccccc2)SC1Cc1ccccc1 (centres undefined)	1	0	4	/	/	0	/	-1	4
Cc1ccc(S(=O)(=O)N2CCC(N3CCN(C)CC3)CC2)cc1Cl	4	2	1	2	3	1	2	5	1
CCSc1nnc(NC(=O)COc2ccc3ccccc3c2)s1	4	-3	4	1	5	2	4	0	3
COc1cc(NC(=O)C2CCCN2S(=O)(=O)c2ccc3c(c2)CC(C)N3C(C)=O)cc(OC)c1 (centres undefined)	-4	1	7	2	4	-3	0	-1	6
O=C(N/N=C/c1cccc(OC(=O)c2ccc3c(c2)OCO3)c1)c1cncc(Br)c1	-6	-43	-16	4	1	-44	4	-28	-4
COc1ccc(/C(C)=N/Nc2ccc(C(=O)O)cc2)c(OC)c1	2	1	4	5	5	-6	-2	1	-4
O=C(N/N=C/c1ccoc1)c1cccc(OC(F)(F)C(F)F)c1	1	5	0	11	-2	-15	9	-5	-2
COc1ccccc1NC(=O)CN1C(=O)COc2ccc(S(=O)(=O)N3CCCCCC3)cc21	1	1	4	3	5	1	-2	3	-7
Cc1ccc(NP(=O)(c2ccc(N(C)C)cc2NC(=O)c2cccs2)N2CCOCC2)cc1 (centres undefined)	4	16	2	1	10	-1	-11	-2	0
Cc1nn2c(=O)cc(CSc3ccccc3NC(=O)c3ccccc3F)nc2s1	1	5	0	5	4	3	14	-2	-2
COc1ccc(NC(=O)CN(C)C(=O)C2(c3ccccc3)CCCC2)cc1	3	/	-2	12	-3	/	7	/	/
COc1ccc(/C(O)=C2\C(=O)C(=O)N(Cc3ccco3)C2c2cc(OC)ccc2OC)cc1 (centres undefined)	-4	-1	1	4	8	4	5	1	6
COc1ccc(CNc2ncc(-c3ccc(F)cc3)n2C)cc1OC	2	-1	0	-4	-1	-2	-5	0	11
CCN(c1ccccc1)S(=O)(=O)c1ccc(NC(=O)C(C)(C)C)cc1	-9	-3	4	0	5	4	12	1	0
CCOc1ccc(OCc2ccc(C(=O)N/N=C(\C)c3ccccn3)cc2)cc1	-2	0	2	4	5	3	3	-1	-23
COC(=O)CSc1nnc([C@H](CC(C)C)NC(=O)OC(C)(C)C)o1	-2	-7	-5	4	-1	-7	-5	0	-1
COc1ccccc1C(=O)N/C(=C/c1ccccc1)C(=O)Nc1ccc(C(=O)O)cc1	-3	-4	9	-3	-1	4	-3	2	-4
COC(=O)/C(N=Nc1cccc(C(F)(F)F)c1)=C(\C)O	0	3	-2	6	5	-6	0	3	3
COc1ccc(S(=O)(=O)NC2CC2)cc1-n1cnnn1	-4	2	-8	/	/	0	/	0	1
c1ccc(-c2noc(CN3CCN(c4cnccn4)CC3)n2)cc1	-2	-1	2	-1	5	3	-5	2	-3
Cn1ccnc1SCC(=O)Nc1cccc(O)c1	3	1	0	-1	7	3	-2	-1	4
CC(=O)c1ccc(NC(=O)C(C)N(C)CC(=O)Nc2ccccc2Cl)cc1 (centres undefined)	-2	0	-4	0	-1	2	-6	-1	1
Nc1ccc2c(C(F)(F)F)cc(=O)oc2c1	0	1	-3	-1	7	-6	4	3	6
COc1ccc(C2=NOC(Cn3nc(C(=O)NCc4cccc(C(F)(F)F)c4)cc3-c3ccccc3)C2)cc1 (centres undefined)	1	-7	-4	-1	-1	-13	-4	-8	-7
O=C(CCc1ccc(S(=O)(=O)N2CCCCC2)cc1)c1nnc(-c2ccccc2)o1	0	1	6	7	1	-3	-2	7	2
COC(=O)Cc1[nH]nc2c1C(c1cc(OC)c(OC)c(OC)c1)C(C#N)=C(N)O2 (centres undefined)	-2	1	2	2	9	5	2	-1	3
O=C1NC(=S)S/C1=C/c1ccc(OC(=O)c2ccco2)cc1	-5	-1	-4	0	5	-9	-3	-5	-2
COc1ccc2c(c1)-c1ccccc1S(=O)(=O)N(C)C2	0	/	7	0	6	/	0	/	/
O=C(OCc1nc2ccc(Cl)cc2n1CCO)c1ccccc1C(=O)c1ccccc1	-1	2	8	-1	9	-3	5	-5	7
CC(C)c1nc2sc3c(SCC(=O)NCc4ccco4)ncnc3c2c2c1CCC2	0	-31	10	3	-7	-20	11	-9	-6
Cc1ccc(CN(c2ccc(C(=O)NCc3ccccn3)cc2)S(C)(=O)=O)cc1	2	1	5	2	-4	-2	6	1	1
COC(=O)c1c(N2C(=O)CC(Sc3ccccc3C(=O)O)C2=O)sc2c1CCCC2 (centres undefined)	10	-1	12	6	4	-2	0	-5	8
CCN(CC)C(=O)[C@H]1C[C@H](CC(=O)NCCN2CCOCC2)C(=O)N2CCc3c([nH]c4cc(CCC(=O)N(C)C)ccc34)[C@]12C	6	/	4	0	7	/	-6	/	/
COc1ccc(OC)c(C2CC(=O)NC(SC)=C2C#N)c1 (centres undefined)	1	0	4	3	14	3	-5	-1	5
COc1cc(C2Nc3ccccc3NC3=C2C(=O)CC(C)(C)C3)cc(OC)c1OC(C)=O (centres undefined)	2	1	3	1	1	-1	4	1	1
Cc1cccc(NNC(N)=S)c1C	-2	-1	5	1	3	-3	4	0	11
COc1cccc(CN2CC(C(=O)NCc3cnn(C)c3)CCC2=O)c1 (centres undefined)	3	-2	4	9	0	-8	-5	0	-1
Cc1cc(NC(=O)Cn2nc(-c3ccccc3F)ccc2=O)ccc1-n1cnnn1	0	-3	2	-1	1	-1	-1	-4	-5
COC(=O)CCCCC(=O)OC	2	/	-2	1	6	-1	2	1	/
CC1(C)Cc2c(sc3c2c(=N)n(Cc2ccco2)c(=O)n3Cc2ccc(F)cc2)CO1	-1	6	-1	3	3	4	1	-7	-6
CC(=O)N1CCC(N(CCN2CCOCC2)C(=O)Nc2ccc(Cl)c(Cl)c2)CC1	0	0	-8	2	0	0	3	-1	-11
CC(=O)c1cccc(NC(=S)NC(=O)Cc2ccc(Cl)cc2)c1	0	-4	-1	6	5	-4	4	-2	1
CCOC(=O)N1CCC(N2CCN(S(=O)(=O)c3ccc(OC)cc3)CC2)CC1	2	0	2	-5	3	-4	-1	4	5
CS(=O)(=O)N1CCc2cc(C(=O)Nc3ccc(Cl)cc3)ccc21	-5	-2	-2	-1	1	-6	-1	-1	5
Cc1ccc(NC(=O)CCC(=O)N2CCC(C)CC2)c([N+](=O)[O-])c1	-1	0	4	-2	-1	8	3	-2	0
CN1CCCN(C(c2ccccc2)c2ccc(Cl)cc2)CC1 (centres undefined)	-5	-3	1	2	7	-3	1	-3	2
COCCCn1c(=S)[nH]c2sc3c(c2c1=O)CCCS3	3	6	8	2	13	-7	8	2	9
COc1ccc(N2CCN(C(CNC(C)=O)c3ccc4c(c3)OCO4)CC2)cc1 (centres undefined)	-1	3	-3	-4	5	-1	1	-1	-2
CCOC(=O)N1CCN(C(=O)CN(C)S(=O)(=O)c2ccc3c(c2)c(=O)n(C)c(=O)n3C)CC1	1	1	0	3	7	0	3	2	6
O=C(Cc1cccc2ccccc12)NNC(=O)Nc1ccc(Cl)cc1	5	1	2	/	/	0	/	-2	-5
